PGC1a acetyl inh = lowers PGC1a acetylation signal in U2OS cells | AlphaScreen anti-acetyl-lysine; with virally co-expressed GCN5 acetyltransferase | inhibition, % at 15.6 µM | 0.17% of 350,000 active | AID 651687;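 active = every replicate shows inhibition of at least 40%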;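 note: 0% = neutral control wells and 100% = positive control wells; some results beyond the cut were filed as inactive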
Cneo AK release = Cryptococcus neoformans lysis via adenylate kinase release; C. neoformans lysis, adenylate kinase release luminescence, 4 h; normalised: neutral wells 0, clomiphene wells 100; lysis activity, % at 15 µM; 0.2% of 360,000 active;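 active = mean lysis activity across replicates of at least 80%, whatever share of replicates individually reach that level; inactive = mean lysis activity below 80%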
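Assay system: C. neoformans cells. Amount: yeast cell density of 5 × 10^6 cells/mL. Technique: AK luminescence. Buffer or medium: YPD. Times: static 4 h at 37 °C with compound, 1 h detection. Dosing: single-point compound dose. Read-out: lysis from increased AK signal.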
C2C12 statin = suppressors of simvastatin-induced myotoxicity in C2C12 myotubes | ATP luminescence, 48 h; scaled: DMSO 0, geranylgeraniol control 100 | rescue of ATP level, % at 7.49 µM | 0.78% of 330,000 active | AID 602340;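 active = mean ATP rescue above about 67%, or every replicate alone reaching that limit, limit read from the data, passing the limit was not always enough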;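 note: myotubes were challenged with 10 µM simvastatin during compound exposure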
PglD inh = blocks C. jejuni PglD acetyltransferase activity. purified PglD enzyme, DTNB colorimetric CoA detection. inhibition, % at 12.5 µM. 0.098% of 360,000 active. AID 602405; in the data active = inhibition above about 16%, passing the limit was not always enough; note: strong numbers were not always called active
LGR2 inh = Drosophila LGR2 receptor signaling inhibition | HEK293 LGR2, CRE-luciferase, bursicon-stimulated, 4 h | inhibition, % at 9.99 µM | 0.35% of 380,000 active;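 active = drop in luminescence signal, shown as inhibition above about 50% in the replicate tests, limit read from the data, passing the limit was not always enough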;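 note: agonist challenge used bursicon conditioned medium at about half maximal strength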
INS-1E GSIS act = primary screen for activators of insulin secretion dependent on glucose, INS-1E cells, GLuc reporter luminescence; 0.61% of 370,000 active; INS-1E GLuc reporter insulin secretion, 2-3 h; activation, % at 16.6 µM;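 active = lowest replicate activation of at least 40%, so every replicate reaches that level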;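 note: 0% = median of neutral control wells and 100% = median of IBMX positive control wells; some compounds called inactive have numbers as strong as hits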
ARNT TACC3 PPI = disrupts binding between human ARNT and TACC3 | Q9Y6A5 | AlphaScreen His-ARNT PAS-B/GST-TACC3 binding, luminescence; TACC3 fragment carries E629A point mutation | inhibition, % at 9.99 µM | 0.66% of 390,000 active | AID 623870;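 active = mean inhibition of replicates at least 50% and at least half of replicates each reaching 50%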;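 note: 0% = complete ARNT plus TACC3 wells and 100% = ARNT alone without TACC3; many hits fall short of the cut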
PAX8 reporter = PAX8 transcriptional activity inhibition. RMG-I TPO-luciferase reporter, SteadyGlo, 24 h. inhibition, % at 12.6 µM. 1.2% of 360,000 active. AID 652154;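 active = mean replicate inhibition at least 60% with every replicate also reaching 60%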;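 note: luciferase light reporting Pax8 driven TPO promoter activity; plate controls were median of neutral control wells for no effect and mitoxantrone controls for full effect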
Starred values were filed as active, the others as inactive; . = not tested or not shown. The order is random; 2.9% or so of the library scored in one or more.

Each structure is followed by: PGC1a acetyl inh	Cneo AK release	C2C12 statin	PglD inh	LGR2 inh	INS-1E GSIS act	ARNT TACC3 PPI	PAX8 reporter
- Cc1ccc(NC(=O)COC(=O)c2ccc(OCc3c(C)noc3C)cc2)cc1S(=O)(=O)N1CCOCC1
 : 1	-1	.	3	1	-2	-2	9
- NC(=O)CC(NC(=O)Cc1ccc(Br)cc1)c1ccc(NCc2cc(F)ccc2F)c([N+](=O)[O-])c1 (stereo unspecified)
 : .	0	6	-1	-12	7	-1	17
- COc1ccc(S(=O)(=O)N(C)C[C@H]2OCCCC[C@H](C)Oc3ccc(NC(=O)c4ccncc4)cc3C(=O)N([C@H](C)CO)C[C@@H]2C)cc1
 : 5	-4	.	-2	2	4	-2	-10
- Cc1csc(=O)n1CCC(=O)OCc1nnc(-c2ccc(Cl)cc2)o1
 : -6	0	0	0	-5	10	1	.
- COc1cc(OC)cc(C(=O)NCC(=O)Nc2ccc(OC)c(Cl)c2)c1
 : 1	2	-3	8	-6	-9	-8	-4
- CN(C)CC(=O)N1[C@H](CO)[C@H](c2ccc(C#CC3CC3)cc2)[C@@H]1C#N
 : 9	-4	9	2	-7	1	-17	-11
- O=C(Nc1nccs1)c1ccc(Br)o1
 : -2	-2	-12	-2	-18	19	-1	.
- COc1ccc(CN(C)C[C@@H]2Oc3ccc(NS(=O)(=O)c4ccc(F)cc4)cc3C(=O)N([C@@H](C)CO)C[C@H]2C)cc1
 : -2	0	22	2	13	-14	-4	2
- CCNC(=O)C[C@H]1CC[C@@H]2[C@@H](COc3ccc(NC(=O)c4ccccc4Cl)cc3C(=O)N2C)O1
 : 1	-3	6	-1	1	1	-2	-4
- CN(c1cc2c(c3c1ccn3C)C1CCC2O1)C1CCCCC1 (stereo unspecified)
 : 7	1	-11	-2	9	6	.	16
- O=S(=O)(NCCC1=CCCCC1)c1ccccc1Br
 : .	-7	-1	-5	8	-12	25	-69
- O=C(Cc1ccc(Cl)cc1)Oc1cccc2cccnc12
 : -3	-2	.	1	.	.	3	.
- Cc1nc2ccccc2c(=O)n1/N=C/c1ccccc1O
 : 4	-2	.	3	-30	13	1	-7
- COc1cc(/C=N/NC(=O)CNC(=O)c2ccc3c(c2)OCCO3)ccc1O
 : -2	0	18	0	.	.	8	.
- COCCNC(=O)C[C@@H]1C[C@H]2c3cc(NS(C)(=O)=O)ccc3O[C@H]2[C@H](CO)O1
 : 3	-7	5	1	-6	-13	-2	-21
- Cc1cc(NC(=O)C(C)SCC(=O)N(C)CC(=O)Nc2ccccc2C(F)(F)F)no1 (stereo unspecified)
 : .	0	-25	5	0	19	-6	-18
- Cc1ccccc1C(=O)OCC(=O)Nc1cccc(S(=O)(=O)N2CCCCC2)c1
 : .	-1	1	-6	22	-2	.	-5
- COC(=O)C[C@H]1c2cc(C(F)(F)F)ccc2S(=O)(=O)N1Cc1ccccc1
 : -18	0	9	4	0	-13	0	1
- Cc1cc(C(=O)Nc2ccc3c(c2)C(=O)N(C)[C@H]2CC[C@H](CC(=O)O)O[C@H]2CO3)no1
 : 3	9	-3	-1	0	23	-3	-11
- C[C@@H]1CN([C@@H](C)CO)C(=O)c2cc(NC(=O)Cn3cnnn3)ccc2O[C@H]1CN(C)Cc1ccc(C(=O)Nc2ccccc2N)cc1
 : 9	2	34	1	17	0	0	.
- O=C(c1cc(-c2ccco2)nn1-c1cccc(Cl)c1)N1CCCCC1
 : 17	-3	.	14	.	.	-19	.
- COc1cccc(/C=N/NC(=O)CCCC(=O)Nc2ccc(Br)cc2)c1
 : .	0	.	10	-6	-18	-6	10
- CC(C)(C)C(=O)N(Cc1ccc(Cl)cc1)Cc1cccnc1
 : .	-1	0	2	4	6	-4	28
- NCCCC(=O)O
 : 3	3	-1	-5	0	8	-3	0
- O=C1NC2(CCCC2)C(=O)N1CC(=O)N(Cc1ccccc1)c1ccccc1
 : .	.	1	.	4	6	-13	8
- CC(=O)N(C)C[C@H]1Oc2ncc(-c3cncnc3)cc2C(=O)N([C@H](C)CO)C[C@H]1C
 : 13	-5	13	1	-1	26	33	.
- Cn1cnc(S(=O)(=O)N[C@@H]2C=C[C@@H](CC(=O)NCC3CCCCC3)O[C@@H]2CO)c1
 : -1	-2	0	1	-21	1	-3	-1
- Cc1c(Cl)cccc1NC(=O)c1cc(-c2ccccc2O)n[nH]1
 : -9	0	.	2	.	.	-7	.
- c1ccc2c(c1)oc1c(Nc3ccc4c(c3)OCO4)ncnc12
 : 0	32	.	7	.	.	-18	.
- COc1ccccc1CNC(=O)C[C@@H]1C[C@@H]2c3cc(NC(=O)NC4CCCC4)ccc3O[C@@H]2[C@@H](CO)O1
 : -15	-4	-15	-1	2	-1	8	11
- CC(=O)c1ccc(OCC(O)CN2CCN(Cc3ccccc3)CC2)cc1 (stereo unspecified)
 : -1	-2	9	5	.	.	-8	.
- C=C(C)c1cccc(C(C)(C)NC(=O)NCCCn2ccnc2)c1
 : .	1	3	-5	3	-5	-19	.
- C=CCNC(=O)COc1ccccc1C#N
 : .	.	.	.	-2	-10	-11	1
- CCOCCOC(=O)c1ccc(NC(=O)C2COc3ccccc3O2)cc1 (stereo unspecified)
 : -10	0	0	2	-15	-13	5	-2
- CC[C@]12c3[nH]c4ccc(OC)cc4c3CCN1C(=O)C(CC(=O)NCCCOC)C[C@@H]2C(=O)N1CCN(C(=O)c2ccco2)CC1 (stereo partly specified)
 : 7	-1	4	-2	-3	18	-7	2
- COc1ccc(C(=O)O)cc1S(=O)(=O)NCCCN1CCCC1=O
 : 2	2	.	-6	.	.	-14	.
- CCCOc1ccccc1-c1nc(SCCC(=O)O)n[nH]1
 : 1	0	2	-4	.	-7	1	.
- COCCNC(=O)C(c1ccc(C)o1)N(C(=O)c1snc(C(N)=O)c1N)c1cccc(C)c1 (stereo unspecified)
 : -1	1	18	-1	-5	53	-2	.
- CCOC(=O)N1CCN(C(=O)C(CC)n2nc(C)c3sc4ccccc4c3c2=O)CC1 (stereo unspecified)
 : -7	5	2	-3	.	.	-2	.
- CN(C)C=Nc1c(C(=O)c2ccccc2)sc2nccc(N(C)C)c12
 : .	.	.	.	7	-9	2	-118
- Cc1ccc(-c2cnc3c(c2)C(=O)N([C@@H](C)CO)C[C@@H](C)[C@H](CN(C)C(=O)CN(C)C)O3)cc1
 : -5	1	3	0	-7	15	-5	-33
- Cc1nc2ccc(NC(=O)C(F)(F)F)cc2o1
 : 5	-11	12	-1	.	.	-3	.
- Cc1c(NC(=O)c2cccc(NC(=O)COc3cccc(Br)c3)c2)c(=O)n(-c2ccccc2)n1C
 : .	0	-2	7	-7	-4	-4	4
- O=C(CN(c1ccccc1F)S(=O)(=O)c1ccccc1)Nc1ccccc1C(=O)N1CCOCC1
 : 1	-2	-5	0	-9	2	6	8
- CC(C)Cn1c(=O)c2sccc2n2c(CCCC(=O)N3CCC(N4CCCCC4)CC3)nnc12
 : -2	6	24	-10	6	-8	2	2
- Cc1c(C(=O)NCc2ccc3c(c2)OCO3)oc2ccc(S(=O)(=O)N3CCC(C)CC3)cc12
 : 5	-5	3	-5	.	.	-6	.
- Cc1cccc(C(=O)OC(C)CN2C(C)CCCC2C)c1 (stereo unspecified)
 : -6	-2	4	2	0	17	-1	16
- O=C(O)c1cccc(NC(=O)c2cc(NC(=O)c3ccccc3)cc(NC(=O)c3ccccc3)c2)c1
 : -19	0	3	-6	-11	-8	44	15
- Cc1cc(C(=O)C(=O)N(C)C)c(C)n1-c1ccc(Cl)cc1
 : -4	0	-9	0	0	-5	-4	-5
- COC(=O)C1=C(O)/C(=C\c2ccc(CNS(=O)(=O)c3ccccc3)o2)N=C1C
 : .	.	.	.	0	13	12	-5
- C/C=C/c1ccc([C@H]2[C@H](CO)N(S(=O)(=O)Cc3ccccc3)C23CN(C(=O)C2CCCC2)C3)cc1
 : -2	.	.	.	-6	-7	.	20
- C[C@H]1CN([C@@H](C)CO)C(=O)c2cccc(NC(=O)Nc3ccc(F)cc3)c2O[C@H]1CN(C)S(=O)(=O)c1cccs1
 : 14	-2	25	0	-8	-2	2	2
- COc1ccccc1S(=O)(=O)N(C)C[C@@H]1Oc2cc(C#CCC3CCCC3)ccc2S(=O)(=O)N([C@H](C)CO)C[C@@H]1C
 : -21	-1	2	1	23	-10	7	64*
- CC(C)COc1cccc(-c2cc(C(=O)Nc3ccon3)c3ccccc3n2)c1
 : .	-1	0	-1	-22	-31	4	7
- CC(C)NC(=O)Nc1ccc2c(c1)C(=O)N([C@@H](C)CO)C[C@H](C)[C@H](CN(C)S(=O)(=O)c1ccc(F)cc1)O2
 : 7	-2	9	4	-9	3	-13	1
- O=C(Cc1ccccc1)Nc1ccccc1C(=O)N1CCN(c2ccccc2)CC1
 : -3	2	4	-3	-7	4	.	-13
- CC(=O)Nc1cccc(NC(=O)Cc2ccc3ccccc3c2)c1
 : 7	3	4	6	10	-7	4	-4
- O=C(NC1CCCCC1)C1CCC(=O)N(C2CC2)C1 (stereo unspecified)
 : -6	-3	3	2	11	-2	-7	11
- Cc1cccc(NC(=O)C(=O)NCCc2c[nH]c3ccccc23)c1C
 : 0	6	15	-3	-1	4	1	0
- CN1C(=O)NC2(O)C(=O)c3ccccc3C12O (stereo unspecified)
 : -5	3	-6	6	.	.	6	4

Single records, from the list above. Values in the order: PGC1a acetyl inh, Cneo AK release, C2C12 statin, PglD inh, LGR2 inh, INS-1E GSIS act, ARNT TACC3 PPI, PAX8 reporter
`C/C=C/c1ccc([C@H]2[C@H](CO)N(S(=O)(=O)Cc3ccccc3)C23CN(C(=O)C2CCCC2)C3)cc1` across the screens: -2, ., ., ., -6, -7, ., 20
`O=C(O)c1cccc(NC(=O)c2cc(NC(=O)c3ccccc3)cc(NC(=O)c3ccccc3)c2)c1` across the screens: -19, 0, 3, -6, -11, -8, 44, 15
`O=C(Cc1ccccc1)Nc1ccccc1C(=O)N1CCN(c2ccccc2)CC1` across the screens: -3, 2, 4, -3, -7, 4, ., -13

The results go on:
Each structure is followed by: PGC1a acetyl inh	Cneo AK release	C2C12 statin	PglD inh	LGR2 inh	INS-1E GSIS act	ARNT TACC3 PPI	PAX8 reporter
- O=C(Cn1ccc(C(F)(F)F)n1)N/N=C/c1ccc2c(c1)OCO2
 : .	.	.	.	-42	8	6	-47
- COCC(=O)NCCc1ccc(S(N)(=O)=O)cc1
 : .	-1	2	4	0	0	-1	.
- O=C(CN1CCN(C(=O)N2CCCCC2)CC1)Nc1ccc(F)cc1
 : 0	4	15	5	.	.	-5	.
- CC(=O)N(CCC1(c2ccc(C)cc2)CCOC(C(C)C)C1)Cc1ccco1 (stereo unspecified)
 : -5	0	12	0	5	-47	8	1
- CCC(Cc1ccccc1)NC(=O)CCc1ccccc1 (stereo unspecified)
 : -3	-2	-6	2	-6	-23	6	-13
- C[C@H]1CCCCO[C@@H](CN(C)Cc2ccc(C(=O)O)cc2)[C@@H](C)CN([C@@H](C)CO)C(=O)c2cc(NS(=O)(=O)c3ccccc3)ccc2O1
 : 5	1	-38	-3	1	9	-6	-5
- CCOC(=O)c1c(NC(=O)COc2ccccc2C#N)sc2c1CC(C)(C)NC2(C)C
 : .	0	11	-4	20	-10	-2	.
- CCn1c(SCC(=O)c2c(N)n(C3CC3)c(=O)[nH]c2=O)nnc1-c1ccccc1OC
 : -1	-1	-11	-6	1	7	2	1
- COCC(=O)N1CC[C@@H]2[C@H]1c1cc(C#Cc3ccccc3)ccc1N[C@@H]2CO
 : -7	4	-2	-3	2	11	-6	1
- CCN1C(=O)[C@H]2[C@@H](c3ccc(OC)cc3)N3C(=O)CN(Cc4ccccc4)C(=O)[C@@]3(Cc3ccccc3)[C@H]2C1=O
 : 6	50	10	3	24	-5	-5	-17
- COCC(=O)N/N=C(\C)CC(=O)Nc1ccccc1C(N)=O
 : 17	-1	-6	5	.	.	0	.

Compound activity: PubChem BioAssay, Broad Institute
